RORgamma inh = ROR gamma (mouse) transcription inhibition; P51450; Drosophila S2 Gal4-RORgamma UAS-luciferase reporter, 20 h; Potency, µM (titrated, usually from 53.6 µM), for the others: top-dose activity change, negative = inhibition, most hits filed as inhibitors; 310,000 compounds, 5.4% hits; note: potency is the fitted concentration of half-maximal effect; % is set by controls: 0 for no effect and ±100 for the full control effect; nearly all actives have a fitted effect of over 60% in size
Target sequence (P51450 whole entry, looked up, the tested form may be a part): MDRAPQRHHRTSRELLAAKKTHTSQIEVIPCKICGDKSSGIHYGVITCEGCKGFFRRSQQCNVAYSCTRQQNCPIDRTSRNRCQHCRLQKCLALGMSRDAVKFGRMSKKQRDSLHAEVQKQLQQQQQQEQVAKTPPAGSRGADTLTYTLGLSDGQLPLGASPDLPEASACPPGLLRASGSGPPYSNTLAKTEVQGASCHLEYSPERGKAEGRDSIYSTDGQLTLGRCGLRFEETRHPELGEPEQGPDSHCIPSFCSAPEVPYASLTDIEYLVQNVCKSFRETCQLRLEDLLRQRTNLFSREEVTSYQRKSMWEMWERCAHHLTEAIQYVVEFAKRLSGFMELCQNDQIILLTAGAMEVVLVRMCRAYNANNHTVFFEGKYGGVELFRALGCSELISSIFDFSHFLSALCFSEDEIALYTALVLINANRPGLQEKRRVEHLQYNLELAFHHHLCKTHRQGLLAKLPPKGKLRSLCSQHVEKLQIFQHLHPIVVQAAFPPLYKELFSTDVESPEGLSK
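A Gal4/UAS one-hybrid system in insect cells: metallothionein-promoter Gal4–ROR gamma fusion plus Photinus luciferase reporter. Copper sulfate 700 uM final, 20 hr ambient incubation, luminescent detection after 10 min with reagent.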
Rab9 prom act = activators of Rab9 promoter. Potency, µM (highest dose often 9.22 µM), inactives show at the top dose activation, negative = inhibition, most hits filed as activators. Huh7 Rab9 promoter-luciferase reporter, luminescence, 24 h. AID 485297. 320,000 compounds, 2.8% hits; note: potency is the fitted concentration of half-maximal effect; % of control where 0% means no effect; nearly all actives have a fitted effect of over 60% in size
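Luciferase signal after 10 min detection reagent at ambient indicates Rab9 promoter upregulation; stably transfected Huh7 cells were treated 24 h with compound in DMSO at 37 °C, 5% CO2.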
Menin MLL FP TR = displaces Texas Red mutant MLL peptide from human menin; Menin + Texas Red MLL mutant peptide, fluorescence polarization; Potency, µM (highest dose often 61.6 µM), inactives show top-dose FP activity change, negative = inhibition, most hits filed as inhibitors; 270,000 compounds, 0.23% hits; AID 1768; active = well fitted inhibition curve with a large enough effect in the polarisation, with a control signal flat, not every such curve was filed as active; inconclusive = small, poorly fitted or top-dose-only effect, or effect the other way, or a change in a side signal; inactive = no such curve, though single readings can be large or run the other way; the % refers to the polarisation; note: potency is the fitted concentration of half-maximal effect; % of control where 0% means no effect; many of its hits are not listed in these tables
PKM2 act = increases activity of human pyruvate kinase M2; P14618; purified PKM2, Kinase-Glo ATP luminescence, activation; response scale: 0% is enzyme alone, no compound; Potency, µM (titrated, usually from 57.5 µM), without a hit: at the top dose activation, usual class: activators; 260,000 compounds, 0.34% hits; AID 1631; note: potency is the fitted concentration of half-maximal effect; % is set by controls: 0 for no effect and ±100 for the full control effect; nearly all actives have a fitted effect of over 55% in size
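ATP formation by purified human PK-M2, quantified via coupled luciferase luminescence after 1 h at room temperature with 0.1 mM ADP and 0.5 mM PEP final.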
FLuc modulator = inhibits or activates purified firefly luciferase, miR-21 counter-screen; purified FLuc, Km substrates, luminescence inhibition; Potency, µM (doses to about 57.5 µM), without a hit: at the top dose activity change, negative = inhibition, actives largely listed as inhibitors; 360,000 compounds, 6.9% hits; AID 588342;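 note: potency is the fitted concentration of half-maximal effect; plate controls were vehicle for no effect and reference inhibitor for full effect; nearly all actives have a fitted effect of over 55% in size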
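Purified P. pyralis luciferase (10nM final) with 10uM D-luciferin and 10uM ATP (Km levels) in 50mM Tris acetate pH 7.5, 10mM Mg acetate, 0.01% Tween-20, 0.05% BSA; qHTS 6-point titration, ~60 µM downward; luminescence read.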
ELG1 DNA repair = blocks ELG1-dependent DNA repair in HEK293T cells; HEK293T ELG1-luciferase reporter, luminescence, 16 h; DNA damage induced by 5-fluorouridine; 330,000 compounds, 2.3% hits; Potency, µM (series often up to 46.1 µM), for inactives: top-dose activity change, negative = inhibition, most hits filed as inhibitors; note: potency is the fitted concentration of half-maximal effect; % is set by controls: 0 for no effect and ±100 for the full control effect; nearly all actives have a fitted effect of over 55% in size
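Overnight (16 hr) co-exposure of 2,000 cells/well to 5-fluorouridine and compound at 37 °C preceded detection. Luciferase was quantified via ONE-Glo luminescence; loss of signal denotes inhibition.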
MBNL1-CUG inh = inhibitors of human MBNL1 binding to CUG repeat RNA | Potency, µM (doses to about 57.5 µM), for inactives: top-dose activity change, negative = inhibition, actives largely listed as inhibitors | TR-FRET MBNL1-His/biotin-(CUG)12 binding, 665/545 ratio | 280,000 compounds, 0.036% hits | Q9NR56; active = well fitted inhibition curve with a large enough effect in the signal ratio, with a control signal flat, not every such curve was filed as active; inconclusive = small, poorly fitted or top-dose-only effect, or effect the other way, or a change in a side signal; inactive = no such curve, though single readings can be large or run the other way; the % refers to the signal ratio; note: potency is the fitted concentration of half-maximal effect; % is set by controls: 0 for no effect and ±100 for the full control effect
Target sequence (Q9NR56 whole entry, looked up): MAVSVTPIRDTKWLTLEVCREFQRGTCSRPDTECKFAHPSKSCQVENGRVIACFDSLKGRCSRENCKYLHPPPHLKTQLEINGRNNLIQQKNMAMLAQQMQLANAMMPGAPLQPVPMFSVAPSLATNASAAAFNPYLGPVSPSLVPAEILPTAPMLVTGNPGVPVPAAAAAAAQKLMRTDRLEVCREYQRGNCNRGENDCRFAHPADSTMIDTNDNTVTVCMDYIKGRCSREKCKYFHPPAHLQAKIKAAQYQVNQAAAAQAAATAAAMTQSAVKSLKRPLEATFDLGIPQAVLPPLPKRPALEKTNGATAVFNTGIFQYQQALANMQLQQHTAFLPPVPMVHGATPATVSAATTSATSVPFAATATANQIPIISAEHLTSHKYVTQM
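His-tagged MBNL1 binding to biotinylated (CUG)12 RNA was measured by TR-FRET using terbium anti-His antibody (0.055 ng/ul final) and streptavidin-XL665 (5 nM final). Compounds were titrated 92 nM to 58 uM; 60 min at room temperature.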
KCNH2 3.1 inh = KCNH2 3.1 (human) potassium channel inhibition; activity change, % (tested at about 1.8 µM); U2OS KCNH2 3.1, thallium flux FluxOr; hits give low values; 340,000 compounds, 0.95% hits; AID 720553;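 active = maximum activity change below -70%; inconclusive = maximum activity change from -70% to -50%; inactive = maximum activity change above -50%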;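 note: thallium influx rate constant from kinetic fluorescence after stimulation buffer; % is set by controls: 0 for no effect and ±100 for the full control effect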
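Channel expression came from 3.1 mutant virus (1.77 x 10^8 /mL) applied to suspended U2OS cells for 4 h. Flux was tracked with FluxOr dye plus Red40 quencher, and kinetic rate constants normalized to controls.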
NPC1 prom act = activates the NPC1 promoter. Huh7 NPC1 promoter luciferase reporter, 24 h. Potency, µM (doses to about 9.22 µM), inactives show top-dose activation, most hits filed as activators. 320,000 compounds, 2.4% hits;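 note: potency is the fitted concentration of half-maximal effect; % of control where 0% means no effect; nearly all actives have a fitted effect of over 60% in size; reporter is driven by a mutant NPC1 promoter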
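Cells: Huh7 expressing luciferase under the NPC1 promoter, 1500/well. Seeded 2 h, compound added, incubated 24 h at 37 °C. Luciferase reagent, 10 min ambient, then luminescence.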
Mito fusion yeast = inhibitors of mitochondrial division or activators of mitochondrial fusion; S. cerevisiae fusion-defective mutant growth rescue, CellTiterGlo 48 h; Potency, µM (titrated, usually from 46.1 µM), inactives show at the top dose growth rescue (activation), actives largely listed as activators; 320,000 compounds, 0.23% hits; AID 485298;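 note: potency is the fitted concentration of half-maximal effect; % of control where 0% means no effect; nearly all actives have a fitted effect of over 45% in size; temperature-sensitive fusion mutants such as fzo1-1 at 37 °C on non-fermentable ethanol glycerol medium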
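S. cerevisiae fusion-defective temperature-sensitive mutants (e.g. fzo1-1, mgm1-5) grown 48 h at 37C in YPEG (ethanol/glycerol non-fermentable) medium with 23 nl compound per well; growth rescue read as CellTiterGlo luminescence.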
VP16 counter = counter-screen for ROR gamma inhibitors: Gal4-VP16 reporter | AID 2546 | Potency, µM (top dose mostly 53.6 µM), inactives show at the top dose activity, negative = inhibition, most hits filed as inhibitors | Drosophila S2 Gal4-VP16 UAS-luciferase, luminescence, 20 h | 310,000 compounds, 3.5% hits;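 note: Gal4-VP16 expression switched on by copper sulfate through the metallothionein promoter; potency is the fitted concentration of half-maximal effect; % is set by controls: 0 for no effect and ±100 for the full control effect; nearly all actives have a fitted effect of over 50% in size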
The depositor's hits bear a star; u = inconclusive; x = not tested or not shown; & = joins results of further samples; [ ] = another dose, or the depositor's remark. Unless noted, calls come from the whole dose curve; as a rule, active = well fitted curve in the direction sought with a large enough effect; inconclusive = small, poorly fitted or top-dose-only effect, or another doubt; inactive = no such curve, though single readings can be large; an effect the other way counts as inactive or inconclusive.

SMILES	RORgamma inh	Rab9 prom act	Menin MLL FP TR	PKM2 act	FLuc modulator	ELG1 DNA repair	MBNL1-CUG inh	KCNH2 3.1 inh	NPC1 prom act	Mito fusion yeast	VP16 counter
COc1ccc(C2CC(=O)N(C)c3ccccc3S2)cc1 (stereo unspecified)	-33.8%	8.7%	-14.1%	-7.2%	23.9µM*	u	0.9%	2.0	0.2%	-4.5%	-2.7%
Cc1ccc(NC(=O)Cn2c(CCC(=O)O)ccc2-c2ccc(Cl)cc2)cc1	-8.1%	-2.1%[1.84 µM]	u	x	u	-5.3%	-0.6%	27.8	-1.4%	25.3%	8.3%
Cc1ccc(NC(=O)c2ccc3c(SCC(=O)O)c4c(nc3c2)CCCC4)c(Br)c1	15.0%	-3.5%	x	x	u	15.7%	8.1%	13.3	-5.6%	-1.3%	6.2%
Oc1ccc(Nc2ncnc3ccccc23)cc1	39.2%	3.6%	14.5%	-6.8%	u	-6.1%	1.7%	16.8	-0.7%	-3.4%	u
CCc1cc(=O)oc2c3c(cc(OCC(=O)NCCCOC)c12)OC(C)(C)CC3	1.7%	-5.0%	u	x	0.3%	-5.8%	5.1%	0.5	-5.9%	5.9%	-10.9%
Cc1ccc(NC(=O)Cn2cccc2)cc1C	18.2%	4.2%	x	4.7%	u	16.3%	-4.5%	-19.2	2.3%	-3.0%	-9.4%
CC(=O)N1c2ccc(S(=O)(=O)NCCc3ccc(Cl)cc3)cc2CC1C (stereo unspecified)	u	-3.1%	x	x	1.4%	-2.8%	-0.3%	-4.6	0.2%	-2.1%	-22.9%
CN1/C(=C\C(=S)NC(=O)c2ccc([N+](=O)[O-])cc2)C(C)(C)c2ccccc21	3.55µM*	-6.0%	-19.8%	-6.8%	1.9%	8.8%	12.7%	-1.5	-4.9%	3.7%	3.98µM*
CCOC(=O)Cn1nc(NC(=O)c2cc(OC)cc(OC)c2)cc1C	-24.6%	4.3%	-1.3%	6.4%	-11.3%	u	-7.1%	2.0	7.6%	-5.0%	-5.9%
NC(=O)C1(c2ccccc2)CCCN1C(=O)c1ccccc1Br (stereo unspecified)	7.8%	-2.6%	-13.0%	1.5%	-2.3%	-29.7%	x	-0.7	-9.7%	-4.0%	-0.4%
Cc1[nH][nH]c(=O)c1C(c1ccc(-c2ccc(Cl)cc2)o1)c1c(C)[nH][nH]c1=O	-18.4%	-13.5%	-6.5%	6.9%	u	-3.3%	12.6%	-1.3	1.2%	-10.9%	0.4%
CCN(Cc1ccccc1)S(=O)(=O)c1ccc(S(=O)(=O)N(Cc2ccccn2)Cc2ccco2)cc1	-16.6%	-2.8%	6.6%	4.7%	-18.7%	0.0%	-4.4%	-8.3	1.8%	-0.8%	3.4%
CC(=O)c1sc(N/N=C/c2cccc([N+](=O)[O-])c2)nc1C	28.9%	u	u	4.8%	u	u	7.2%	-4.6	21.8%	-7.3%	-8.2%
COc1ccc(NS(=O)(=O)c2cc(-c3nnnn3C)ccc2OC)cc1	-8.7%	-3.2%	-7.2%	9.9%	3.3%	2.0%	-12.1%	-0.8	-4.1%	0.5%	-4.5%
Nc1cc(C(=O)OCC(=O)c2ccc(CC(=O)N3CCOCC3)s2)ccc1Cl	x	-4.2%	x	x	u	-0.8%	x	-5.8	-0.1%	-2.9%	x
CCN1C(=O)C(O)(CC(=O)c2cc(C)ccc2C)c2ccccc21 (stereo unspecified)	7.8%	-4.7%	3.1%	-3.8%	0.0%	-4.6%	-5.6%	0.9	2.2%	-0.9%	3.6%
O=C(c1ccncc1)N(Cc1ccco1)Cc1cc2ccccc2[nH]c1=O	u	-0.8%	-21.0%	0.2%	0.8%	-20.2%	7.3%	-9.1	-0.2%	1.6%	-9.4%
COc1ccc(-n2c(C)cc(C(=O)CN3C(=O)c4ccccc4C3=O)c2C)cc1	u	24.3%	-0.8%	7.0%	15.1µM*	u	-2.5%	-9.8	14.3%	-1.2%	-11.1%
COc1ccc(C(=O)NCC(=O)N2CCN(c3ccc(F)cc3)CC2)cc1	-13.3%	-0.9%	-1.6%	-9.7%	-0.3%	-13.6%	-7.7%	-2.7	-4.8%	4.4%	5.1%
O=C(c1ccco1)N1CCN(c2nc(C3CC3)nc3c2nnn3Cc2ccccc2Cl)CC1	u	-1.2%	-7.5%	2.9%	-0.2%	u	-13.7%	-16.4	-5.6%	u	u
O=C(COC(=O)Cc1ccc(F)cc1)NC(=O)c1ccccc1	x	-3.4%	x	x	3.0%	12.8%	x	16.5	-0.6%	-0.4%	x
Nc1nonc1-n1nnc(C(=O)N/N=C/c2cccc(Cl)c2)c1CSc1ccc(Cl)cc1	10.5%	-2.8%	u	0.0%	-11.5%	7.6%	3.2%	-12.4	-3.6%	-4.6%[9.22 µM]	-5.1%
COCCCN(C(=O)c1cc(Cl)nc2ccccc12)c1c(N)n(Cc2ccccc2)c(=O)[nH]c1=O	x	-0.3%	x	x	-0.5%	0.1%	x	10.9	-2.5%	-9.0%	x
Cc1cccc(CSc2nc3ccncc3n2CC(=O)Nc2ccc(C)c(C)c2)c1	7.2%	19.2%	9.9%	-1.3%	u	u	68.2%[activator]	x	5.0%	-0.7%	29.1%

A few values from the results shown:
For KCNH2 3.1 inh, Cc1[nH][nH]c(=O)c1C(c1ccc(-c2ccc(Cl)cc2)o1)c1c(C)[nH][nH]c1=O reads -1.3
For FLuc modulator, O=C(c1ccco1)N1CCN(c2nc(C3CC3)nc3c2nnn3Cc2ccccc2Cl)CC1 reads -0.2%

The list goes on:
SMILES	RORgamma inh	Rab9 prom act	Menin MLL FP TR	PKM2 act	FLuc modulator	ELG1 DNA repair	MBNL1-CUG inh	KCNH2 3.1 inh	NPC1 prom act	Mito fusion yeast	VP16 counter
COc1ccc(C(=O)N=c2sc3ccccc3n2C)cc1OC	15.6%	2.24µM*	-26.6%	5.3%	10.7µM*	u	-3.6%	13.0	2.51µM*	16.5%	-5.8%
CCNc1ccc(C(=O)OCC)cc1NC(=O)c1cc(S(=O)(=O)N2CCOCC2)ccc1C	22.6%	8.6%	-27.4%	7.0%	2.3%	-2.6%	-1.7%	1.7	-0.4%	0.9%	13.7%
Nc1nc(N)nc(-c2cccc(Cl)c2Cl)n1	x	15.6%	x	x	-0.6%	u	x	-8.1	0.0%	-3.7%	x
OCCN1CCN(Cc2ccc3ccccc3c2)CC1	-11.6%[1.91 µM]	9.1%	-4.1%	u	-2.6%	24.3%	-10.6%	1.4	7.5%	-2.1%	-23.7%
COc1ccc(NC(C)=O)cc1NC(C)C(=O)Nc1cc(C(F)(F)F)ccc1N1CCOCC1 (stereo unspecified)	-6.2%	2.0%	0.8%	0.5%	-0.8%	17.2%	-17.9%	-7.9	-0.7%	-2.2%	1.3%
C/C(N)=C(/C#N)C(=O)CSc1nnc(-c2ccc(OC(F)F)cc2)o1	u	1.26µM*	18.8%	3.7%	2.69µM*	u	-3.7%	-8.9&-22.8	1.41µM*	0.3%	9.5%
COc1ccc(NC2CC(=O)N(c3cc([N+](=O)[O-])ccc3C)C2=O)cc1 (stereo unspecified)	5.9%	-1.3%	2.4%	-5.2%	0.6%	3.7%	u	3.8	-1.9%	11.0%	5.7%
CCC(C)[C@H]1CN=C(N)N1CCCc1cc(OC)c(OC)c(OC)c1 (stereo partly specified)	-3.2%	-1.6%	x	-0.4%	-0.1%	4.2%	1.4%	-5.6	-2.3%	-8.8%	1.2%
O=C(COc1ccc2ccccc2c1)Nc1ccc(Br)cc1C(=O)O	-25.1%	10.0%	u	-0.8%	u	8.4%	2.4%	4.1	-0.2%	-2.2%	u
COc1ccc(NC(=O)CN(C)S(=O)(=O)c2cnc[nH]2)cc1OC	6.1%	0.6%	x	x	0.7%	0.0%	-6.9%	9.9	15.8%	-1.9%	0.0%

Bioassay records deposited in PubChem by National Center for Advancing Translational Sciences (NCATS).

Only part of the results is shown, so the mix of outcomes need not match the whole.
